High-throughput results as filed in PubChem BioAssay.
TDP-43 yeast inh = TDP-43 toxicity inhibition in yeast | TDP-43 expressing yeast growth rescue, BacTiter-Glo, 24 h | Potency, µM (doses to about 46.1 µM), inactives show at the highest dose growth rescue (activation), actives largely listed as activators | hit rate 1.8% among 410,000; also: potency is read from the fitted curve at half-maximal effect; % of control where 0% means no effect; nearly all actives have a fitted effect of over 50% in size
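Readout is BacTiter-Glo luminescence of cell growth, so inhibitors register as activators. TDP-43-expressing yeast at OD600=0.02 in galactose medium, after raffinose pregrowth to mid-log, were incubated with compound for 24 hr at 30 deg C.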
D3 ag = activates the human D3 dopamine receptor | max activation, % | AID 652048 | hit rate 0.58% among 410,000 | D3R DiscoveRx beta-arrestin cells, luminescence, 90 min; in the data active = max activation above about 30%; also: 0% is about no effect; mostly tested at two doses, the higher about 12 µM
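Agonist mode: compounds and dopamine controls were applied to plated cells for 90 min at 37 degrees C after an overnight attachment at 1500 cells/well. Luminescent read-out followed 30 - 60 minutes at room temperature with DiscoveRx detection reagent.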
PTHR1 ag = PTHR1 (human) receptor agonism | hit rate 0.075% among 410,000 | AID 743266 | Potency, µM (top dose mostly 115 µM), for inactives: top-dose activation, most hits filed as activators | HEK293 GP2 PTHR1 cells, GloSensor cAMP luminescence, 1 h | Q03431; also: potency is read from the fitted curve at half-maximal effect; nearly all actives have a fitted effect of over 55% in size; some results filed as inactive show a strong effect at the top dose; inactives centre near -15; many of its hits are not listed in these tables
Target sequence (Q03431 whole entry, looked up): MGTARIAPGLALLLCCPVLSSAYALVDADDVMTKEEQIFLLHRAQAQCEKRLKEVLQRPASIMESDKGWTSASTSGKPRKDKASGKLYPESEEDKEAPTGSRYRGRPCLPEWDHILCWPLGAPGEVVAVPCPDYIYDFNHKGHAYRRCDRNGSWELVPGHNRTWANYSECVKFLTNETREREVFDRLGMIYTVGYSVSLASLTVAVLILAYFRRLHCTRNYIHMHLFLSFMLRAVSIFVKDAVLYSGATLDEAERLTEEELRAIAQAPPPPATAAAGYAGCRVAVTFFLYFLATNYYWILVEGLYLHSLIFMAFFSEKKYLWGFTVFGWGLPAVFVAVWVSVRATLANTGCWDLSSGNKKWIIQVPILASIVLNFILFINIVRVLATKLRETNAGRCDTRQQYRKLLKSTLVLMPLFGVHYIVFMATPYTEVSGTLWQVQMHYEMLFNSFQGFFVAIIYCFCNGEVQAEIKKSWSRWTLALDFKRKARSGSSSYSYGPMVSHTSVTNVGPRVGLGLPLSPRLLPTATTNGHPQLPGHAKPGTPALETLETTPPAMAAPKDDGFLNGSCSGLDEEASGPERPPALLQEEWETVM
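HEK-293-derived GP2 cells expressing PTHR1 and a GloSensor cAMP reporter, 3,000/well, plated overnight, given luciferin plus IBMX (each 0.5 mM as added) for 1 h at 37 °C, then compound for 1 h at 37 °C. Luminescence was read after 15 min at room temperature.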
KB-V1 cytotox = KB-V1 MDR subline cytotoxicity. KB-V1 MDR cells viability, CellTiter-Glo, 72 h. hit rate 3.4% among 400,000. Potency, µM (top dose mostly 46.1 µM), inactives show at the top dose activity change, negative = cytotoxicity, most hits filed as cytotoxic; also: potency is read from the fitted curve at half-maximal effect; % is scaled to controls: 0 for no effect and ±100 for the full control effect; nearly all actives have a fitted effect of over 60% in size
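Cells of the MDR subline KB-V1 are plated, dosed with compound at multiple concentrations, and incubated 72 h at 37 degrees C; CellTiter-Glo is then added and luminescence read after 10 min.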
aSyn rescue = alpha-synuclein toxicity inhibition in yeast; Potency, µM (titrated, usually from 46.1 µM), inactives show at the highest dose growth rescue (activation), usual class: activators; Yeast expressing alpha-synuclein, growth rescue, BacTiter-Glo, 24 h; hit rate 0.14% among 370,000; also: potency is read from the fitted curve at half-maximal effect; % of control where 0% means no effect; nearly all actives have a fitted effect of over 65% in size
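Galactose-induced alpha-syn yeast (OD600=0.02, raffinose-pregrown) + pinned cpd, 24 hr, 30 deg C; growth by BacTiter-Glo luminescence. Growth restoration scores as activation.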
DRD3 antagonist = D3 dopamine receptor (human) antagonism. P35462. D3R cells, DiscoveRx beta-arrestin luminescence, antagonist mode; stronger effect = lower value. max response, negative = inhibition, %. hit rate 2.5% among 360,000. AID 652054; in the data active = max response below about -50%; inconclusive = no clear call, values can overlap the other calls; also: % is scaled to controls: 0 for no effect and ±100 for the full control effect; mostly tested at two doses, the higher about 12 µM
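Cells plated overnight at 1500 cells/well, then exposed to library compounds with dopamine controls for 90 minutes at 37 degrees C. DiscoveRx reagent added for 30–60 minutes at room temperature; luminescence read, quantitative HTS format.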
GLP1R inv ag = acts as inverse agonist at human GLP-1 receptor. hit rate 1.6% among 410,000. AID 624417. HEK293 GLP-1R CRE-luciferase, luminescence, 24 h; GLP-1R form is constitutively active. P43220. Potency, µM (doses to about 38.3 µM), for inactives: at the highest dose activity change, negative = inhibition, actives largely listed as inhibitors; also: potency is read from the fitted curve at half-maximal effect; % is scaled to controls: 0 for no effect and ±100 for the full control effect; nearly all actives have a fitted effect of over 55% in size
Target sequence (P43220 whole entry, looked up): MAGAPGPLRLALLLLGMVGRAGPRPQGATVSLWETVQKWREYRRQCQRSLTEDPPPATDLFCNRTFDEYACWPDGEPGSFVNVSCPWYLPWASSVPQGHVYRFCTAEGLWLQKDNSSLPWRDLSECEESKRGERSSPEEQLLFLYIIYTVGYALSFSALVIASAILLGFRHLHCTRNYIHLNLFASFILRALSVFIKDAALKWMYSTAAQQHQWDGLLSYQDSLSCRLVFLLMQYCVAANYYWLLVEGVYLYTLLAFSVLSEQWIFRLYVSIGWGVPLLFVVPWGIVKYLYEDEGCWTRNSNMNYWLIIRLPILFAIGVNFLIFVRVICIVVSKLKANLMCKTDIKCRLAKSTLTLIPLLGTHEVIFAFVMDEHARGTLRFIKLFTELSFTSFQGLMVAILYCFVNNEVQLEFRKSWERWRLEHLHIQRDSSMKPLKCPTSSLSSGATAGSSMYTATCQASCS
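HEK293 cells stably co-expressing a cAMP-responsive luciferase reporter and constitutively active GLP-1R were seeded, incubated 12 h, then exposed to compounds for 24 h at 37 C. Luminescence was read 12 min after detection reagent; inverse agonists lower signal.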
GLP1R ag = agonists of human GLP-1 receptor | HEK293 GLP-1R CRE-luciferase, luminescence, 4-6 h; cells express a hypersensitive GLP-1R form | hit rate 0.007% among 380,000 | AID 624172 | P43220 | Potency, µM (titrated, usually from 45.6 µM), for the others: top-dose activation, hits mostly activators; also: potency is read from the fitted curve at half-maximal effect; % of control where 0% means no effect
HEK293 tox = cytotoxicity counter-screen for GLP-1 receptor inverse agonists; AID 624418; hit rate 0.13% among 410,000; HEK293 cAMP-luciferase reporter cells, luminescence, 24 h; Potency, µM (top dose mostly 38.3 µM), for inactives: at the top dose activity change, negative = inhibition, usual class: inhibitors;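 also: loss of luciferase light is scored as toxicity; potency is read from the fitted curve at half-maximal effect; % is scaled to controls: 0 for no effect and ±100 for the full control effect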
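Seeding density was 200 cells/uL; after overnight-length (12 h) culture, 23 nL compounds went on for 24 h at 37 °C. Readout used a luciferase detection reagent, luminescence taken after 12 min at room temperature.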
* marks the source's active call; other numbers are inactive results; i = inactive; u = inconclusive; x = no result given; & = joins results of further samples; [ ] = another dose, or the depositor's remark. Unless noted, calls follow the shape of the dose curve; as a rule, active = well fitted curve in the direction sought with a large enough effect; inconclusive = small, poorly fitted or top-dose-only effect, or another doubt; inactive = no such curve, though single readings can be large; an effect the other way counts as inactive or inconclusive. Only part of the results is shown; the hit share may differ from the screen's.

SMILES | TDP-43 yeast inh | D3 ag | PTHR1 ag | KB-V1 cytotox | aSyn rescue | DRD3 antagonist | GLP1R inv ag | GLP1R ag | HEK293 tox
COC(=O)[C@H](C)NC(=O)NCCC1=CCCCC1 | 4.0% | 6.5 | -36.5%[inhibitor] | -4.7% | 0.7% | 4.0 | 10.5% | -1.8% | -8.9%
CC(C)C[C@@H]1CN(CCCC[C@H]2CNC(=O)C(=O)N2CCC2CCCCC2)C(=O)C(=O)N1CCc1ccc(O)cc1 | 4.6% | -2.8 | 0.7% | -3.9% | -5.6% | -12.6 | 5.3% | -2.6% | 8.3%
COc1ccc(-c2cnc3c(NC(C)=O)cc(-c4ccc(C(=O)NC5CC5)cc4)cn23)cc1OC | 21.2% | 35.8* | i | 6.4% | -5.6% | 225.9 | 15.2% | u | -2.1%
CC1CC(NC(=O)c2c(O)nc3sccn3c2=O)CC(C)(C)C1 (stereo unspecified) | -55.0%[inhibitor] | 4.6 | -1.2% | 18.4µM* | -9.6% | -5.5 | -3.3% | -2.3% | 4.1%
COc1ccccc1N1CC(O)=C(c2nc3ccccc3s2)C1=N | -5.1% | 4.0 | i | 10.3µM* | -22.0% | -19.7 | 0.0% | -2.7% | u
O=C(Nc1cccc2ncccc12)c1ccco1 | 0.2% | 9.2 | -12.1% | -3.6% | 1.4% | 10.2 | 9.5% | 3.6% | -3.1%
CC(=O)N1c2ccccc2CC1C(=O)NCc1cccc(Cl)c1 (stereo unspecified) | 21.7% | -0.8 | i | 2.7% | x | x | 2.3% | x | 0.0%
O=S(=O)(c1ccc2[nH]ccc2c1)N1CCCCCC1 | u | -3.1 | i | 3.8% | 3.6% | -18.9 | u | 2.6% | -17.5%
CCN1CCN(C(=O)CN(C)S(=O)(=O)c2cc(C)ccc2OC)CC1 | -1.4% | -3.3 | i | -4.5% | -2.2% | -1.8 | 13.6% | -2.0% | -2.4%
COc1ccc(CNCC(O)(c2ccc(Cl)cc2)c2ccc(Cl)cc2)cc1 | 3.0% | 0.4 | -27.6% | u | -1.1% | 6.4 | 0.0% | -11.5% | -9.7%
Cc1cc(C(=O)Nc2cccc(S(=O)(=O)N3CCOCC3)c2)c2ccccc2n1 | 0.5% | -4.8 | -3.2% | -7.7% | -12.0% | -11.9 | -13.8% | -2.9% | -12.3%
CCN(CC)C(=O)CN1C(=O)/C(=C/c2ccccc2)SC1=S | -2.5% | 0.6 | -10.1% | -30.1% | 2.2% | -13.8 | u | -1.3% | -21.8%
COc1ccc(C2CC(c3ccccc3)n3nc(NC(=O)c4cccs4)nc3N2)cc1 (stereo unspecified) | -1.5% | -9.5 | -16.3% | u | 4.8% | u | -23.4% | 5.5% | 4.7%
CCCOc1nc2c(c(=O)n(C)c(=O)n2C)n1CCC | -8.0% | -1.2 | -0.3%[57.5 µM] | u | 10.3% | -0.4 | 63.5%[activator] | 2.9% | 6.0%
COc1cccc(CNC(=O)CN2C(=O)NC(Cc3ccccc3)(c3ccccc3)C2=O)c1 (stereo unspecified) | 14.7% | 2.3 | i | -1.6% | 5.0% | -1.3 | u | 3.2% | -2.3%
Cc1ccc(-n2c(=O)c3c4c(sc3n(Cc3cc(=O)n5ccccc5n3)c2=O)CCC4)cc1C | 8.2%&6.7% | -16.5&-5.7 | -2.2% | 0.0%&-8.7% | 6.7% | 19.7 | -5.9%&9.3% | 0.0% | -11.9%&-22.0%
Cc1c(C)c2ccc(OCC(=O)NC3CCN(Cc4ccccc4)CC3)cc2oc1=O | -10.5% | -13.7 | i | -20.6% | -0.5% | -28.6 | 5.9% | -3.4% | 3.5%
CCOC(=O)c1[nH]cnc1C(=O)NC(C)C | 23.2% | 3.3 | -0.5% | 0.0% | -3.8% | -10.2 | 0.9% | 3.4% | -26.2%
Cc1cccc(C)c1N1CC(c2nc3ccccc3n2CC(=O)OC(C)C)CC1=O (stereo unspecified) | 19.9% | 4.9 | i | -18.7% | x | x | -27.0% | x | -10.4%
CCCN(C(=O)c1ccc(N2CCCC2=O)cc1)c1c(N)n(Cc2ccccc2)c(=O)[nH]c1=O | 4.6% | -2.3 | i | 0.0% | 1.0% | -14.6 | 23.2% | 1.3% | -0.2%
COc1ccccc1N1CCN(S(=O)(=O)CCNC(=O)CCc2ccccc2)CC1 | -2.6% | -9.3 | -18.2% | u | 1.0% | -14.8 | -24.4% | -1.5% | -2.5%
CC(C)CN1C(=O)N(c2ccc(Cl)cc2)C(C)(O)CC1(C)C (stereo unspecified) | -19.3% | -11.0 | -20.7% | -9.0% | 1.3% | -3.7 | u | 5.4% | -0.9%
CCS(=O)(=O)N1CCC(C(=O)NCCN2CCOCC2)CC1 | 7.1% | 3.8 | i | -12.1% | 1.3% | -7.7 | 5.1% | 13.4% | -8.4%
CC1(C)Cc2c(cnn2-c2ccccc2)C(NC(=O)CCN2CCCC2=O)C1 (stereo unspecified) | 3.7% | 3.0 | i | -3.8% | -0.4% | -9.2 | -6.6% | -1.3% | 6.6%
COc1ccc(OC)c(C2C3=C(COC3=O)Nc3cc4c(cc32)OCO4)c1 (stereo unspecified) | -7.1% | -5.0 | 20.3%[57.5 µM] | 1.16µM* | 2.2% | -30.0 | u | 24.0% | -33.2%
C/C(=N\NC(=S)Nc1c(C)cccc1C)c1ccc(OC(F)F)cc1 | u | -5.8 | -23.0% | u | 0.1% | -25.7 | u | 20.1% | u
CC(=O)c1cccc(N(C(=O)c2ccccn2)C(C(=O)NC2CCCCC2)c2cccs2)c1 (stereo unspecified) | -13.2% | 2.3 | i | u | 1.2% | 9.0 | 1.0% | 0.1% | u
Cc1cnc(C(=O)OCC(=O)N2CC(C)CC(C)C2)cn1 (stereo unspecified) | 2.1% | -8.2 | i | u | -1.3%[1.84 µM] | -16.0 | 2.1% | -2.6% | -24.1%
Cc1ccc(-c2nc(CCNC(=O)C(=O)Nc3ccc(C)c(C)c3)cs2)cc1 | 7.3% | 9.7 | 13.8% | x | x | x | 0.6% | x | 12.1%
O=C(CSc1nnc(CNC(=O)c2c(F)cccc2Cl)o1)NCc1ccc(F)cc1 | -17.9% | -9.3 | -70.8%[inhibitor] | 21.9% | -1.8% | -2.3 | u | -3.7% | -19.0%

Entries of single compounds, looked up by structure. Order of values: TDP-43 yeast inh | D3 ag | PTHR1 ag | KB-V1 cytotox | aSyn rescue | DRD3 antagonist | GLP1R inv ag | GLP1R ag | HEK293 tox
CCS(=O)(=O)N1CCC(C(=O)NCCN2CCOCC2)CC1 as listed: 7.1% | 3.8 | i | -12.1% | 1.3% | -7.7 | 5.1% | 13.4% | -8.4%
C/C(=N\NC(=S)Nc1c(C)cccc1C)c1ccc(OC(F)F)cc1 as listed: u | -5.8 | -23.0% | u | 0.1% | -25.7 | u | 20.1% | u
CC(C)CN1C(=O)N(c2ccc(Cl)cc2)C(C)(O)CC1(C)C (stereo unspecified) as listed: -19.3% | -11.0 | -20.7% | -9.0% | 1.3% | -3.7 | u | 5.4% | -0.9%

Remaining list, next part:
SMILES | TDP-43 yeast inh | D3 ag | PTHR1 ag | KB-V1 cytotox | aSyn rescue | DRD3 antagonist | GLP1R inv ag | GLP1R ag | HEK293 tox
O=C(Nc1ccc2ccccc2c1)c1cn(-c2ccccc2)nc1-c1cccs1 | -18.4% | -36.0 | -15.6%[57.5 µM] | 18.4µM* | 1.7% | u | u | -6.2% | 7.0%
Cn1c2ccccc2c(=O)c2ccc(NCc3ccc4c(c3)OCO4)cc21 | 15.8µM* | 16.0 | -44.7%[inhibitor] | -0.2% | -19.0% | -3.2 | 9.5% | 25.0% | 2.1%
Cc1ccsc1C(=O)OCc1cc(=O)n2ccsc2n1 | u | -0.3 | -27.5% | -25.9% | -15.7% | 12.9 | 0.2% | 3.8% | -9.5%
O=C(/C=C/c1ccc(Cl)c([N+](=O)[O-])c1)NCc1cccnc1 | 6.6% | -1.2 | i | 7.3% | -0.9% | 14.3 | 3.8% | -6.3% | -1.0%
CCc1ccccc1NC(=O)CN(C)C(=O)CSc1nnc(Nc2cccc(C)c2C)s1 | 14.5% | 4.7 | -14.7% | 18.4µM* | -0.6% | 0.0 | u | 1.6% | 16.5%
CC(C)c1cc(C(=O)O)n(-c2ccccc2)n1 | -11.0% | -28.8 | i | 0.9% | -3.3% | -24.2 | 6.9% | -3.6% | 20.9%
O=C(COc1ccc(C(=O)O)cc1)Nc1cccc(C(F)(F)F)c1 | x | -13.1 | i | 22.0% | 1.0% | 28.8 | 4.3% | -1.7% | -2.9%
CCCCCN(C(=O)NC(=O)Nc1ccccc1OC)S(C)(=O)=O | -15.7% | -7.9 | i | -0.8% | 0.8% | -13.9 | -1.5% | -5.6% | 6.3%
COC(=O)Nc1ccc(S(=O)(=O)N2CCCC(C(=O)Nc3cccnc3)C2)cc1 (stereo unspecified) | -7.0% | -0.2 | i | 11.5% | x | 0.0 | 8.5% | -7.4% | -4.6%
Cc1ccc2cccc(OCCCOc3ccccc3F)c2n1 | 3.4% | -2.7 | -26.4% | -8.9% | -2.4% | 7.6 | u | 26.6% | u
CN1CCN(C2CN(Cc3cn(Cc4cccc(Cl)c4)nn3)S(=O)(=O)C2)CC1 (stereo unspecified) | 5.8% | 0.6 | -13.9% | -0.2% | -1.0% | -22.6 | 14.0% | -4.6% | -19.1%
COc1cc(/C=N/NC(=O)Cn2cnc3ccccc3c2=O)ccc1O | 10.1% | 0.0 | i | 6.8% | -13.1% | -9.0 | 39.9% | 11.2% | -0.9%
COc1ccccc1NC(=O)CSc1nc(SC)ns1 | u | -2.0 | -31.7%[inhibitor] | -23.1% | 8.6% | -8.7 | -33.4% | 12.4% | 0.8%
Cc1nnc2ccc(N3CCCCC3)nn12 | -10.1% | -2.3 | -20.5% | -1.9% | -1.4% | 0.0 | 42.5%[activator] | 5.8% | 26.8%
